Compound activity as filed in PubChem BioAssay.
B2AR arrestin – recruits beta-arrestin to the human beta2-adrenergic receptor | 0.02% of 330,000 active | beta-arrestin recruitment to beta2AR, cell-based reporter | P07550 | Potency, µM (series often up to 46.1 µM), for inactives: at the top dose activation, most hits filed as activators;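 also: potency is read from the fitted curve at half-maximal effect; 0% = DMSO controls and full agonism = EC100 isoproterenol or metaproterenol; nearly all actives have a fitted effect of over 65% in size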
Target sequence (P07550 whole entry, looked up): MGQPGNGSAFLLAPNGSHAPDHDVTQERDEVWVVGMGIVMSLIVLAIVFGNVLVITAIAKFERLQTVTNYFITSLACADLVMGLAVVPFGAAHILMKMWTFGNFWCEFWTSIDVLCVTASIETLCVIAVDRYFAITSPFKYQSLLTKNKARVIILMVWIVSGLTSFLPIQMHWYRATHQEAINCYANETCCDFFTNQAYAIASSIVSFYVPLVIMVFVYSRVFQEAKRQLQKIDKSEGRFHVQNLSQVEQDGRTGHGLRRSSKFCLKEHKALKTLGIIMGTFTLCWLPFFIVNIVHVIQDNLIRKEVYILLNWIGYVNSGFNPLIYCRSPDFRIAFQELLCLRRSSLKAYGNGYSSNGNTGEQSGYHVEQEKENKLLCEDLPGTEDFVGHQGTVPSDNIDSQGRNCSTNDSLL
USP2a inh – USP2a (human) protease inhibition | 0.01% of 330,000 active | O75604 | USP2 core, Ub-CHOP2 coupled fluorogenic reporter, 485/531 | Potency, µM (doses to about 38.3 µM), inactives show top-dose activity change, negative = inhibition, hits mostly inhibitors;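 also: potency is read from the fitted curve at half-maximal effect; plate controls were DMSO wells for no effect and full inhibition by NEM control for full effect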
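USP2 core (10nM final) preincubated 30min RT with compound in 20mM Tris-HCl pH 8.0, 2mM CaCl2, 2mM beta-mercaptoethanol, 0.05% CHAPS; 25nM Ub-CHOP2 plus 25nM reporter substrate added, fluorescence (Ex485/Em531) read after 60min.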
TRPV1 agonist – activates the human vanilloid receptor TRPV1; Q8NER1; TRPV1-expressing cells, Fluo-8 calcium influx, agonist mode; activation, % at 8.33 µM; 0.19% of 320,000 active; in the data active = activation above about 80%; inconclusive = between about 30% and that limit; also: 0% is about no effect
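Fluo-8 calcium influx in TRPV1-expressing cells, kinetic read (ex 480/em 520 nm). Compound added and read 3 min for agonist activity, followed by capsaicin at EC20 final and 2 min further read for enhancement.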
Eya2 inh – Eya2 (human) phosphatase inhibition; 0.006% of 330,000 active; O00167; recombinant Eya2, OMFP fluorescence dephosphorylation (OMFP is methylfluorescein phosphate); Potency, µM (titrated, usually from 76.9 µM), for inactives: at the highest dose activity, negative = inhibition, actives largely listed as inhibitors; AID 488837; also: potency is read from the fitted curve at half-maximal effect; % is scaled to controls: 0 for no effect and ±100 for the full control effect
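Eya2 (0.2 uM) preincubated 10 min at ambient with compound, then OMFP substrate added at 50 uM; 10 min reaction in 50 mM HEPES pH 7.5, 50 mM NaCl, 5 uM MgCl2, 0.05% BSA, 1 mM DTT. Fluorescence read at Ex 485/Em 525 nm.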
S-ASM inh – inhibitors of human secretory acid sphingomyelinase. placental ASM, HMU-PC fluorogenic substrate, 60 min. Potency, µM (highest dose often 57.5 µM), without a hit: at the highest dose activity change, negative = inhibition, usual class: inhibitors. 0.006% of 340,000 active. AID 504937; also: potency is read from the fitted curve at half-maximal effect
Target sequence (P17405 47-631 limits assumed): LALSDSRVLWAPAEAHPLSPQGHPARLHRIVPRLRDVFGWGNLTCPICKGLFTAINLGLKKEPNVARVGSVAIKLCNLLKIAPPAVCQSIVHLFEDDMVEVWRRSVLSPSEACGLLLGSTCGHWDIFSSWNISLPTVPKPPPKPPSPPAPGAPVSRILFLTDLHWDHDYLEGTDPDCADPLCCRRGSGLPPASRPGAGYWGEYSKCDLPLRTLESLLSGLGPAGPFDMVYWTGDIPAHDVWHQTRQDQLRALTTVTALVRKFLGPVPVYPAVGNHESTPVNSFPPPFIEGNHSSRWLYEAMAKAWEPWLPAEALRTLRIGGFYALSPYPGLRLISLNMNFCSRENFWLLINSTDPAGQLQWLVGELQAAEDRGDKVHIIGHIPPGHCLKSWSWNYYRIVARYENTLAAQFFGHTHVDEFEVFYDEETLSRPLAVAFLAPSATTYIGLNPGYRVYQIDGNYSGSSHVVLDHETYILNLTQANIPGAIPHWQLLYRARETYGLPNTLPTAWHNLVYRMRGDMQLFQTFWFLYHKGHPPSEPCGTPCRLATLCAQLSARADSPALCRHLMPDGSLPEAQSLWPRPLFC
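Human placenta-derived ASM preincubated with compound 10 min at room temperature, then reacted with 9 uM (final) fluorogenic HMU-PC substrate for 60 min at 37 C. Stop solution raises pH to 10; fluorescence read at Ex 386/Em 447 nm.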
p53 reactivation – mutant p53 re-activation in reporter cells | H1299 p53-A138V BP100-luciferase reporter, luminescence, 24 h | Potency, µM (doses to about 92.2 µM), for the others: at the top dose activity change, positive = activation, hits mostly activators | 0.063% of 320,000 active | AID 504706; also: potency is read from the fitted curve at half-maximal effect; % of control where 0% means no effect; nearly all actives have a fitted effect of over 45% in size
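p53-null H1299 cells stably carrying temperature-sensitive p53-A138V and a BP100-luciferase reporter were pinned with compounds (4-point, 1:5 series) and held 24 hrs at 37 deg C. Luminescence was read 10 min after detection reagent.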
PTAP TSG101 blk – blocks PTAP/TSG101 interaction to inhibit HIV-1 budding; 340,000 tested, under 10 active; Potency, µM (doses to about 115 µM), without a hit: at the highest dose activity change, negative = inhibition, hits mostly inhibitors; Fluorescence polarization, FITC-PTAP peptide / Tsg101 binding; active = well fitted inhibition curve with a large enough effect in the main read-out, with a control signal flat, not every such curve was filed as active; inconclusive = small, poorly fitted or top-dose-only effect, or effect the other way, or a change in a side signal; inactive = no such curve, though single readings can be large or run the other way; also: potency is read from the fitted curve at half-maximal effect; % of control where 0% means no effect
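Fluorescence anisotropy tracks displacement of a FITC-tagged PTAP peptide (50 nM) from the Tsg101 binding domain (10 uM), following a 20 min room-temperature incubation at pH 7.5.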
uPA surface inh – blocks generation of uPA at the cell surface. cell surface uPA generation assay, qHTS. Potency, µM (highest dose often 38.3 µM), without a hit: top-dose activity change, negative = inhibition, hits mostly inhibitors. 0.31% of 330,000 active. AID 540303; active = well fitted inhibition curve with a large enough effect; inconclusive = small, poorly fitted or top-dose-only effect; inactive = no such curve, though single readings can be large or run the other way; tested in mouse RAW 264.7 cells; also: potency is read from the fitted curve at half-maximal effect; % is scaled to controls: 0 for no effect and ±100 for the full control effect; nearly all actives have a fitted effect of over 55% in size
BRCA1 expr up – activators of BRCA1 expression; MCF7-BRCA1-FFLuc reporter, luminescence, 48 h; response scale: scaled: vehicle 0%, 10 µM genistein 100%; Potency, µM (titrated, usually from 46.1 µM), for inactives: at the top dose activation, usual class: activators; 1.1% of 380,000 active; AID 624202; also: potency is read from the fitted curve at half-maximal effect; nearly all actives have a fitted effect of over 80% in size; some results filed as inactive show a strong effect at the top dose
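Reporter cells (MCF7, BRCA1 promoter-firefly luciferase) received library compounds across a concentration series for 48 h. End-point luminescence was measured and concentration-effect curves derived after normalization.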
ELG1 genotoxic – inducers of genotoxicity in HEK293T ELG1-luciferase cells; HEK293T ELG1-luciferase reporter, luminescence, 16 h; Potency, µM (doses to about 46 µM), without a hit: top-dose activity change, positive = activation, hits mostly activators; 1.3% of 330,000 active; AID 504466; also: potency is read from the fitted curve at half-maximal effect; % of control where 0% means no effect; nearly all actives have a fitted effect of over 60% in size
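Cells (2,000/well) expressing the ELG1-luciferase fusion are dosed by pin tool and kept 16 hr at 37 °C, 5% CO2. Signal comes from ONE-Glo luciferase reagent after 30 min at room temperature.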
Integrin act MD – activators of alpha7 integrin expression for muscular dystrophy. Potency, µM (titrated, usually from 38.3 µM), for the others: top-dose activation, most hits filed as activators. alpha7betagal myoblasts, beta-gal FDG fluorescence, 48 h. 0.064% of 350,000 active;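 also: potency is read from the fitted curve at half-maximal effect; 100% = response of the positive control SU9516; nearly all actives have a fitted effect of over 60% in size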
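alpha7betagal+/- myoblasts (passage 13, 250/well) treated 48 h at 37C with compounds at 1:260 dilution of DMSO stock. Lysed, then beta-galactosidase activity read as FDG fluorescence (ex 480/em 540) after 30 min, with pre-read for autofluorescence.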
An asterisk follows results filed as active; ? = inconclusive; · = no result given; [ ] = remark or other dose. Unless noted, calls follow the shape of the dose curve; as a rule, active = well fitted curve in the direction sought with a large enough effect; inconclusive = small, poorly fitted or top-dose-only effect, or another doubt; inactive = no such curve, though single readings can be large; an effect the other way counts as inactive or inconclusive.

Sample of the layout (three entries):
canonical_smiles,B2AR arrestin,USP2a inh,TRPV1 agonist,Eya2 inh,S-ASM inh,p53 reactivation,PTAP TSG101 blk,uPA surface inh,BRCA1 expr up,ELG1 genotoxic,Integrin act MD
CC(=O)c1sc(NC(=O)CS(=O)(=O)c2ccccc2)nc1-c1ccccc1,-0.7%,-4%,11,18%,·,3%,-5%,-1%,24%,9%,0%
O=C(c1c(F)cccc1F)N1CCCc2ccccc21,-0.1%,0%,-3,13%,0%,6%,-1%,3%,-3%,-3%,-7%
O=C(Cn1c(Cc2ccccc2)nc2ccccc21)NCc1ccc2c(c1)OCO2,0.3%,3%,3,-18%,·,0%,0%,1%,-4%,-1%,-10%

Main list, repeating the preview:
canonical_smiles,B2AR arrestin,USP2a inh,TRPV1 agonist,Eya2 inh,S-ASM inh,p53 reactivation,PTAP TSG101 blk,uPA surface inh,BRCA1 expr up,ELG1 genotoxic,Integrin act MD
CC(=O)c1sc(NC(=O)CS(=O)(=O)c2ccccc2)nc1-c1ccccc1,-0.7%,-4%,11,18%,·,3%,-5%,-1%,24%,9%,0%
O=C(c1c(F)cccc1F)N1CCCc2ccccc21,-0.1%,0%,-3,13%,0%,6%,-1%,3%,-3%,-3%,-7%
O=C(Cn1c(Cc2ccccc2)nc2ccccc21)NCc1ccc2c(c1)OCO2,0.3%,3%,3,-18%,·,0%,0%,1%,-4%,-1%,-10%
CCOC(=O)N1CCN(c2c(NCc3ccc(F)cc3)c(=O)c2=O)CC1,-0.6%,1%,-2,-7%,1%,11%,-2%,-13%,-21%,?,0%
Cc1ccc(C(=O)NC(C)c2ccc(F)cc2)cc1 (stereo not drawn),-0.2%,3%,?,-4%,5%,-3%,-2%,-8%,-57%,0%,-4%
O=c1c2cnn(-c3ccccc3)c2ncn1Cc1cccc(Cl)c1,-0.1%,2%,?,-5%,5%,?,0%,-6%,-4%,13%,26%
CCOc1ccc(NC(=O)N2CCC(n3nnc4cc(C)ccc43)CC2)cc1,-0.4%,1%,?,3%,-1%,-11%,-5%,3%,-33%,-2%,0%
COc1ccccc1NC(=O)CN1C(=O)C2(OCCCO2)c2ccccc21,-0.2%,1%,2,-8%,0%,-4%,-4%,·,3%,-1%,19%
CCCOc1ccc2oc(=O)c3c(c2c1)CCCN3C(=O)CN1CCN(C(=O)c2ccco2)CC1,0.2%,-1%,1,2%,·,-9%,·,·,·,-2%,·
O=C(CCSc1nnc(-c2ccccc2)o1)N1CCOCC1,-1.0%,-2%,1,1%,7%,23%,2%,-7%,19%,3%,19%
C[C@H](CO)N1C[C@H](C)[C@@H](CN(C)Cc2ccncc2)Oc2c(cccc2N(C)C)C1=O,0.3%,6%,·,11%,8%,3%,-3%,-15%,0%,4%,14%
COc1cccc(C(=O)NC2CC3CCCC(C2)N3CC(=O)Nc2ccccc2C(F)(F)F)c1 (stereo not drawn),5.5%,-1%,-1,-18%,6%,0%,1%,-4%,-56%,-39%[inhibitor],-18%
CCOC(=O)N1CCN(C(=O)C2CCCN(S(C)(=O)=O)C2)CC1 (stereo not drawn),0.6%,-1%,-5,8%,3%,-11%,-1%,-5%,2%,-2%,21%
Cc1cc(NC(=O)CS(=O)(=O)c2ccc(F)cc2)no1,-0.2%,-1%,0,7%,·,-4%,0%,16%,-1%,5%,37%
N#Cc1ccccc1OCCOCCNC1CCCC1,-1.0%,2%,-1,-1%,0%,0%,-4%,2%,3%,1%,-7%
Clc1ccc(Cl)c(-c2nn3c(Cn4cnc5ccccc54)nnc3s2)c1,·,·,·,·,-3%,·,-3%,6%,-1%,·,19%
Cc1cc(C)nc(NC(=O)c2cccc([N+](=O)[O-])c2C)n1,0.3%,8%,-4,-9%,6%,-7%,-7%,-8%,-9%,-6%,-2%
CCOc1ccccc1NC(=O)NCc1ccccc1,0.0%,5%,3,0%,0%,0%,-1%,2%,13%,0%,?
CC1CN(c2ccc(S(=O)(=O)N3CCOCC3)cn2)CC(C)O1 (stereo not drawn),0.0%,0%,0,0%,-1%,-14%,2%,5%,0%,-1%,5%
Cc1cccc(NC(=O)C2CCN(c3nc(C)cc(C)n3)CC2)c1,-0.5%,1%,15,8%,2%,3%,0%,2%,13%,0%,9%
CCOc1ccccc1NC(=O)C1C2CCC3C(CCC21)C3(Cl)Cl (stereo not drawn),-0.3%,0%,8,-6%,-4%,0%,-5%,3%,-24%,-2%,8%
COC(=O)[C@]1(Cc2ccccc2)N[C@H](CN(C)C(=O)C2CCCCC2)[C@@H]2C(=O)N(Cc3ccccc3)C(=O)[C@@H]21,0.2%,2%,·,10%,-3%,-3%,0%,17%,0%,-3%,9%
COc1cccc(C(=O)NNC2=CC(=O)CC(C)(C)C2)c1,0.3%,4%,-1,3%,2%,-3%,-4%,·,-11%,0%,10%
CC(=O)Nc1cccc(NC(=O)c2cccc(S(=O)(=O)N3CCN(Cc4ccccc4)CC3)c2)c1,0.1%,1%,1,14%,-4%,-8%,-3%,-1%,-29%,-7%,-3%
CC(=O)c1c(C)[nH]c(C(=O)COC(=O)Cc2ccccc2F)c1C,-0.4%,0%,·,0%,-1%,16%,-5%,2%,27%,15%,30%
Cc1ccccc1C(=O)Nc1ccc(C(=O)N/N=C/c2ccncc2)cc1,0.0%,0%,11,17%,0%,-6%,-6%,1%,-26%,8%,1%
CC(=O)Nc1ccc(S(=O)(=O)N2CCCC(C(=O)N3CCN(c4ccccc4)CC3)C2)cc1 (stereo not drawn),-3.4%,-1%,2,0%,3%,·,·,-6%,-27%,-14%,-29%
COC(=O)c1[nH]c(C)c(/C(O)=C2\C(=O)C(=O)N(CCCN3CCOCC3)C2c2ccccn2)c1C (stereo not drawn),0.1%,-1%,-6,-2%,-3%,-9%,-1%,1%,4%,8%,-2%
N#C/C(=C/c1ccc(N2CCCCC2)o1)c1cccc(F)c1,3.6%,4%,?,16%,?,?,1%,·,-48%,3.7µM*,-65%[inhibitor]
CCn1c(SCC(=O)N2CCCC(C)C2)nnc1-c1ccc(S(=O)(=O)N2CCN(C)CC2)cc1 (stereo not drawn),-0.9%,-5%,-1,-2%,3%,0%,-7%,-3%,-1%,-1%,-15%

canonical_smiles,B2AR arrestin,USP2a inh,TRPV1 agonist,Eya2 inh,S-ASM inh,p53 reactivation,PTAP TSG101 blk,uPA surface inh,BRCA1 expr up,ELG1 genotoxic,Integrin act MD
Nc1cc(S(=O)(=O)O)cc2ccc(S(=O)(=O)O)cc12,·,·,·,·,172%[activator],·,-1%,3%,-22%,·,-32%
Cc1cc(NC2CCCCC2)nc(N2CCOCC2)n1,1.0%,-10%,3,7%,5%,10%,0%,-9%,0%,0%,-1%
N#Cc1c(-c2ccc(Cl)cc2)cc(-c2cccs2)nc1SCC(=O)O,5.3%,4%,0,11%,73%[activator],7%,-9%,-4%,-38%,-4%,0%
Cc1occc1-c1nnc(SCC(=O)NC(C)(C)C)n1C(C)c1ccccc1 (stereo not drawn),0.4%,1%,10,-13%,-1%,-3%,-4%,8%,6%,-3%,5%
COc1ccc(NC(=O)CSc2nccn2C)c([N+](=O)[O-])c1,0.3%,5%,-7,-11%,-2%,?,0%,0%,32%,?,-4%
C=CCOc1ccc2ccccc2c1CNCCCN1CCOCC1,0.3%,0%,5,?,1%,-4%,-2%,-4%,-23%,-1%,-28%
O=C(N/N=C/c1ccccc1OC(=O)N1CCOCC1)c1cccs1,0.1%,4%,0,2%,1%,28%,-1%,-2%,-12%,9%,-12%
COc1ccc(CN(C)C(=O)c2ccc(NS(=O)(=O)c3ccc4[nH]c(=O)[nH]c4c3)cc2)c(OC)c1,0.3%,3%,2,-13%,-2%,-5%,-7%,-1%,13%,-2%,-16%
Cc1ccc(S(=O)(=O)N2CCN(C3CC(=O)N(c4ccc(F)cc4)C3=O)CC2)cc1C (stereo not drawn),0.4%,-1%,·,5%,1%,2%,-4%,6%,-10%,-2%,10%
COc1ccc(CSc2nnc(Cc3sc(-c4ccccc4)nc3-c3ccccc3)o2)cc1,-0.2%,-5%,9,-1%,-2%,-1%,-5%,5%,4%,-3%,13%
O=C(Oc1cccc(Nc2ncnc3ccccc23)c1)c1cccnc1,0.4%,3%,15,2%,4%,5%,-7%,4%,-10%,1%,2%
CCOC(=O)N1CCN(Cc2nc(N)nc(Nc3ccc(C)cc3C)n2)CC1,0.3%,4%,2,2%,-1%,2%,0%,-5%,-13%,-1%,10%
